Source: PubChem BioAssay (several laboratories)
GalR3 antagonist: antagonists of human GalR3 | HEK293 GalR3-CNG cAMP membrane potential fluorescence; galR3 body fused to GalR1 C-terminus | 360,000 compounds, 0.44% hits | inhibition, % at 3 µM | O60755;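 active = inhibition above the screen-wide average plus 3 SD, cut at about 13% in these data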;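 note: forskolin and galanin both at EC90 stimulate the cells; cAMP rise reported by CNG channel membrane potential dye signal; 0% = forskolin plus galanin with DMSO and 100% = forskolin alone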
Target sequence (O60755 1-299 limits assumed): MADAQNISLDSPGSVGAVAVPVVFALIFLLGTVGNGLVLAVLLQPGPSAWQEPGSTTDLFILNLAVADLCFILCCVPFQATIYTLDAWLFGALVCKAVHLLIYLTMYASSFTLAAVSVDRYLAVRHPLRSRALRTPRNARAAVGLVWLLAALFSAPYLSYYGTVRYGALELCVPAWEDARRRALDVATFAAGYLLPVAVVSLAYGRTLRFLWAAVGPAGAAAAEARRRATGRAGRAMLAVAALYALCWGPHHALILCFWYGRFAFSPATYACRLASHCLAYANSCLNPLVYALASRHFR
pCIP destab: lowers stability of the mouse p/CIP coactivator protein; Q05BA5; F442A p/CIP-EGFP cells, EGFP fluorescence, 16 h; decrease of EGFP signal, % at 10 µM; 290,000 compounds, 0.01% hits;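 active = EGFP signal decrease of at least 30% at 10 µM or well 3 SD below plate mean, unless failing retest; inactive = the rest, including hits failing retest or dose response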; note: some compounds called inactive have numbers as strong as hits; many of its hits are not listed in these tables
VIM-2 inhibitor: inhibitors of Pseudomonas aeruginosa VIM-2 metallo-beta-lactamase; purified VIM-2, nitrocefin hydrolysis, epi-absorbance fluorescence; inhibition, % at 5.6 µM; 290,000 compounds, 0.89% hits; AID 1527;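 active = inhibition above the mean of all tested compounds plus 3 SD, cutoff set per screening run, cut at about 7.5% in these data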;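 note: red hydrolysis product quenches plate fluorescence so inhibitors raise well fluorescence; 0% = enzyme with DMSO and 100% = DMSO without enzyme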
IDE cell inh: cellular human IDE inhibition | 320,000 compounds, 0.41% hits | P14735 | HEK cells, FAbetaB cleavage, fluorescence polarization | AID 434962 | inhibition, % at 5.59 µM;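 active = percent inhibition above the average of all tested compounds plus 3 SD, set per screening campaign, cut at about 16% in these data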;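 note: IDE supplied by intact live HEK cells; FP after avidin binding of uncleaved biotin substrate so inhibition keeps polarization high; 0% = DMSO wells and 100% = 60 µM reference IDE inhibitor Ii1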
HCV NS3 hel inh: blocks Hepatitis C virus NS3 helicase unwinding; 290,000 compounds, 0.56% hits; inhibition, % at 10.9 µM; AID 1800; NS3 helicase DNA unwinding, Cy5 molecular beacon fluorescence;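 active = inhibition above the mean of all tested compounds plus 3 SD, set per campaign, cut at about 35% in these data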;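 note: 0% = DMSO wells and 100% = thioflavine S control wells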
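test system = hepatitis C virus NS3 helicase domain fragment enzyme | reagent = annealed dual-labelled DNA beacon duplex, ATP-started | times = 1 h at 25 °C | detection = Cy5 fluorescence, 0 and 60 min reads | read-out basis = percent inhibition from t60/t0 fluorescence ratio | control set = DMSO and thioflavine S | replication = one well per compound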
IMP-1 inh: inhibitors of Pseudomonas aeruginosa IMP-1 metallo-beta-lactamase | purified IMP-1, nitrocefin hydrolysis, epi-absorbance fluorescence | inhibition, % at 5.6 µM | 290,000 compounds, 0.45% hits;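 active = inhibition above the mean plus 3 SD of all compounds in the same screening run, cut at about 4.5% in these data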;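 note: 0% = IMP-1 with DMSO and 100% = DMSO wells lacking enzyme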
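Assay system: purified recombinant IMP-1 beta-lactamase. Input: IMP-1 0.2 nM before substrate addition. Buffer or medium: Zinc- and detergent-supplemented HEPES buffer, pH 7.1. Schedule: 25 °C, 15 min preincubation, 25 min reaction. Signal: Epi-absorbance fluorescence, 480 nm excitation, 530 nm emission. Evaluation: percent inhibition from optical density relative to buffer-blank wells.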
CRFBP-R2 block: CRF-BP/CRF-R2 complex antagonism. 350,000 compounds, 0.59% hits. inhibition, % at 11.8 µM. HEK293 CRF-R2/CRF-BP, CRF-induced calcium fluorescence. AID 588475;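 active = inhibition of the ligand-induced calcium signal above about 50% at the single tested concentration, limit read from the data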
UBC9 SUMO inh: inhibitors of human SUMOylation (UBC9); HTRF SUMOylation assay, SAE1/SAE2 + UBC9, in vitro; inhibition, % at 35 µM; 290,000 compounds, 0.36% hits; AID 2006; in the data active = inhibition above about 50%, passing the limit was not always enough; note: strong numbers were not always called active
Target sequence (P63279 whole entry, looked up): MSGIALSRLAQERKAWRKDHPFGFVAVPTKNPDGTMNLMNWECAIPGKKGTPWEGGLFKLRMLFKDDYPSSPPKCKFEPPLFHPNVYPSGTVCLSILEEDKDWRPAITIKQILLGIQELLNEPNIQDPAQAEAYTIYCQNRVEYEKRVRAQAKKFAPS
IDE act: IDE (human) activation, cell-based; P14735; 340,000 compounds, 0.073% hits; AID 493087; activation, % at 5.96 µM; HEK cells, FAbeta-B cleavage, fluorescence polarization; 0% vehicle, 100% cell-free pure enzyme wells;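 active = activation above the mean of all tested compounds plus 3 SD, set per screening campaign, cut at about 17% in these data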
Active calls of the source: *; x = no result given.

SMILES | GalR3 antagonist | pCIP destab | VIM-2 inhibitor | IDE cell inh | HCV NS3 hel inh | IMP-1 inh | CRFBP-R2 block | UBC9 SUMO inh | IDE act
O=C(O)c1ccc(S(=O)(=O)c2ccc([N+](=O)[O-])cc2[N+](=O)[O-])cc1 | -10 | -4 | -3.1 | -3 | -2 | -1.4 | 9 | 32 | -3
CCOC(=O)c1ccc(CNCc2ccccc2)cc1 | 8 | 7 | -2.8 | 1 | -1 | -2.2 | 13 | -19 | 5
COc1cc(N=C2C(=O)N3c4c(cccc42)C(C)=CC3(C)C)cc(OC)c1 | -1 | -7 | -1.3 | 2 | -44 | -1.2 | -13 | 9 | 4
Cc1ccc(C(=O)Nc2nc3ccccc3c(=O)s2)cc1 | -4 | 0 | -2.8 | 5 | -3 | -2.0 | -28 | 16 | -9
Cc1cc(Cl)cc(C)c1OCC(=O)N1CCN(c2ncccn2)CC1 | 0 | x | x | -6 | x | x | -11 | x | 4
CN(CCOC(=O)c1ccc2c(c1)OCO2)C(C)(C)C | -2 | 18 | -2.7 | -1 | 4 | -5.6 | 5 | 3 | 2
Cc1ccc(/C=C/C(=O)O)cc1S(=O)(=O)NCC1CCCO1 (stereo unspecified) | -5 | -15 | 1.6 | 2 | -7 | -0.6 | 7 | 23 | 0
Cc1cc(C)c(NC(=O)CNC(=O)c2ccccc2SCC(=O)N2CCCC2)c(C)c1 | -2 | x | x | 2 | x | x | -2 | x | -4
COc1ccc(/C(O)=C/C(=O)C(=O)NNC(=O)c2ccccc2)cc1 | -9 | -2 | -2.2 | 1 | 16 | -1.2 | 16 | -9 | 0
Cc1cccc(N2C(=O)/C(=C/c3cccnc3)SC2=S)c1 | -1 | -4 | -0.4 | 1 | 2 | 0.0 | -8 | 9 | 7
N#Cc1ccccc1COc1ccc(/C=C/C(=O)O)cc1 | -4 | 1 | -3.9 | 5 | 25 | -2.6 | -12 | -9 | 3
COc1cccc(N2CC(NS(=O)(=O)c3ccc(Cl)cc3)CC2=O)c1 (stereo unspecified) | -4 | x | x | 8 | x | x | 27 | x | 8
CCOC(=O)C1CCCN(C(=O)CSCc2ccccc2)C1 (stereo unspecified) | -4 | -20 | -0.4 | -1 | 5 | -1.2 | 12 | 19 | 4
C=CCNC(=O)N1CCc2[nH]c3ccc(F)cc3c2C1 | -7 | 4 | -0.3 | 3 | 6 | -1.6 | -4 | 14 | 2
O=C(CSc1nnc(-c2cccs2)n1-c1ccccc1)N1CCCC1 | -5 | -8 | -1.4 | 2 | -2 | -0.3 | 16 | 18 | -4
Cc1cc(Nc2cccc(Cl)c2)nc(-c2ccccc2O)n1 | -11 | -6 | -0.8 | -1 | -21 | -1.4 | -10 | 12 | 1
CS(=O)(=O)N(CC(=O)NCC1CCCO1)c1ccc(F)c(Cl)c1 (stereo unspecified) | 0 | 0 | 0.1 | 3 | -5 | -2.9 | 3 | -5 | -1
O=C(NCCCn1ccnc1)C1CCN(S(=O)(=O)c2cc([N+](=O)[O-])ccc2Cl)CC1 | -1 | x | x | -1 | x | x | -31 | x | 3
C=CCn1c(SC(C)C(=O)c2c(N)n(C)c(=O)n(C)c2=O)nnc1-c1ccoc1C (stereo unspecified) | -5 | x | x | -2 | x | x | 6 | x | 1
O=C(CCN1C(=O)/C(=C/c2ccco2)SC1=S)Nc1ccc(O)cc1C(=O)O | 9 | -2 | -1.2 | x | 42* | -2.4 | -12 | 49 | -3
Cc1ccc(C23CC4CC(CC(C(=O)NC(C)C(N)=O)(C4)C2)C3)cc1 (stereo unspecified) | -8 | 15 | -0.9 | 3 | -2 | 0.3 | -8 | 7 | 3
COc1ccc(C2CC(C(F)(F)F)n3nc(C(=O)NCc4cn(C)nc4C)c(Cl)c3N2)cc1 (stereo unspecified) | -7 | -21 | -4.1 | 0 | -5 | -5.7 | 5 | 10 | -3
CC(C)C(=O)Nc1ccc(N2CCN(C(=O)c3cccs3)CC2)cc1 | -1 | -28 | -0.9 | 2 | 1 | -1.8 | 7 | 13 | 1
CN(C)c1ccc(NC(=O)CN2CCN(c3ccc(F)cc3)CC2)cc1 | -2 | -13 | -2.8 | 5 | 3 | -6.0 | -1 | -20 | 6
CCc1ccc(N(C(=O)CCC(=O)Nc2cc(C)on2)C(C(=O)NC2CCCC2)c2ccco2)cc1 (stereo unspecified) | 1 | 1 | -3.9 | 6 | 0 | -1.4 | -21 | -3 | -1

(next part)
SMILES | GalR3 antagonist | pCIP destab | VIM-2 inhibitor | IDE cell inh | HCV NS3 hel inh | IMP-1 inh | CRFBP-R2 block | UBC9 SUMO inh | IDE act
CCOC(=O)C1=C(C)NC(=O)NC1c1ccc(OCC(N)=O)cc1 (stereo unspecified) | 0 | 3 | -1.7 | 3 | -9 | -3.3 | 16 | 5 | -1
CCNC(=O)COC(=O)c1sccc1C | 0 | 15 | -1.0 | 1 | 0 | -1.7 | 4 | -1 | 6
COc1ccccc1NS(=O)(=O)c1ccc(NC(=O)c2ccncc2)cc1 | -3 | -9 | -3.3 | -4 | 13 | -3.6 | 4 | 16 | 1
Cc1cccc(-n2nnnc2SC(C)C(=O)NCCC2=CCCCC2)c1 (stereo unspecified) | 0 | -7 | -2.4 | 8 | 7 | -4.5 | -1 | 4 | 6
O=C(Cn1c(=O)n(-c2ccc(F)cc2)c(=O)c2sccc21)NC1CCCCC1 | 4 | -4 | -1.3 | 3 | -3 | -3.1 | 1 | 9 | 2
O=C(NCCCO)/C(=C\c1ccco1)NC(=O)c1ccc(Br)o1 | 2 | -15 | -2.7 | -5 | 12 | -2.0 | 14 | 14 | -8
Cc1ccc(O)c(C(=O)c2cnc3c(c2)c(=O)n(C)c(=O)n3C)c1 | -4 | -1 | -0.6 | 0 | -3 | -1.8 | 0 | -5 | x
CC(C)CC(=O)Nc1cccc(-c2nc3ncccc3o2)c1 | -15 | -9 | -2.1 | -1 | -11 | -2.3 | -7 | 14 | -3
Fc1cccc(NC(=S)NCc2cccnc2)c1 | -1 | -2 | -4.2 | -1 | -4 | -2.6 | 23 | -4 | 2
CCN1CCN(C(=O)C2CCC(CNS(=O)(=O)c3ccccc3)CC2)CC1 (stereo unspecified) | -6 | 0 | -2.2 | -6 | 3 | -0.2 | 4 | 2 | 2
O=C(COC(=O)/C=C/c1ccccc1)NCc1cccs1 | -5 | x | x | 1 | x | x | 2 | x | 0
COc1cccc(C=Nc2cccc3c(=O)[nH][nH]c(=O)c23)c1O | -9 | -8 | -4.5 | 3 | 1 | 0.0 | 1 | 26 | 5
CN(C)c1ccc(CNS(=O)(=O)c2csc(C(N)=O)c2)cc1 | -2 | 0 | 0.1 | -1 | 10 | -1.8 | -1 | 4 | 10
Cc1cccc(/C=N/n2c(-c3ccco3)n[nH]c2=S)c1 | -5 | 10 | 4.3 | 4 | -3 | -1.7 | 7 | 12 | 5
O=C(c1nc2ccccn2c1CNCCCn1ncc2ccccc21)N1CCCC1 | -6 | 5 | -0.3 | 5 | 6 | -1.0 | 16 | 12 | 5
O=C1N=C(N2CCOCC2)S/C1=C1\C(=O)N(Cc2ccccc2)c2ccccc21 | -3 | -4 | -4.5 | -1 | -4 | -2.7 | 14 | 21 | 5
CCCc1nc2nc(C)c(NS(=O)(=O)c3ccc(Cl)cc3)c(=O)n2[nH]1 | -7 | 3 | -0.6 | 1 | -2 | -0.9 | 3 | 16 | 3
CN(Cc1ccccc1)C(=O)CN1C(=O)NC2(CCCCCCC2)C1=O | -5 | x | x | -3 | x | x | -6 | x | 3
Cc1ccc(C(=O)NCC(C)NC(=O)c2ccc(C)c(C)c2)cc1C (stereo unspecified) | 3 | x | x | 4 | x | x | -1 | x | -1
COc1ccc(S(=O)(=O)NC(C)C(=O)NCc2ccccn2)cc1OC (stereo unspecified) | -4 | -5 | -2.9 | 0 | -2 | -5.5 | -6 | 2 | 0
CCOC(=O)C1CCN(C(=O)C(CCSC)NC(=O)c2ccccc2OC)CC1 (stereo unspecified) | -4 | x | x | -2 | x | x | 1 | x | 4
O=C(/C=C/NCC(=O)c1ccccc1)c1ccc(Br)cc1 | 0 | -2 | -1.7 | 6 | -1 | -0.8 | 14 | -1 | 5
O=S(=O)(NCC1CCCO1)c1ccc(Oc2ccccc2)cc1 (stereo unspecified) | -6 | 6 | -3.9 | -6 | -2 | -3.2 | 15 | 1 | 0
CC(C)Cn1c(-c2ccc(F)cc2)n[nH]c1=S | -2 | 2 | 3.7 | 0 | -11 | -0.2 | -7 | -7 | -7
N#CC1=C(N)Oc2n[nH]c(-c3cccs3)c2C1c1ccccc1C(=O)O (stereo unspecified) | -6 | 0 | 4.3 | -2 | 23 | -1.6 | 8 | 20 | -4

Two entries from above in a different format.
Values in the order: GalR3 antagonist, pCIP destab, VIM-2 inhibitor, IDE cell inh, HCV NS3 hel inh, IMP-1 inh, CRFBP-R2 block, UBC9 SUMO inh, IDE act
- O=C(Cn1c(=O)n(-c2ccc(F)cc2)c(=O)c2sccc21)NC1CCCCC1
→ 4, -4, -1.3, 3, -3, -3.1, 1, 9, 2
- COc1ccccc1NS(=O)(=O)c1ccc(NC(=O)c2ccncc2)cc1
→ -3, -9, -3.3, -4, 13, -3.6, 4, 16, 1

(listing goes on)
SMILES | GalR3 antagonist | pCIP destab | VIM-2 inhibitor | IDE cell inh | HCV NS3 hel inh | IMP-1 inh | CRFBP-R2 block | UBC9 SUMO inh | IDE act
O=C(N/N=C/c1ccc(OCc2ccccc2)cc1)c1cccs1 | 1 | 3 | 0.2 | 7 | 3 | 2.4 | -5 | 16 | 2
Fc1cccc(/C=N/Nc2ccc3ccccc3n2)c1 | 1 | 2 | 3.5 | -5 | -27 | 0.0 | 8 | 0 | 4
NC(=O)C1=C[C@@H](c2ccccc2)C[C@@H](OCCCCO)O1 | -3 | x | x | 4 | x | x | 2 | x | 1
O=C(NCc1ccc(F)cc1)C1CCN(S(=O)(=O)c2cccnc2)CC1 | -6 | -2 | -0.9 | 0 | -1 | 0.6 | -13 | 18 | 6
COc1c(Br)cc2c(C)c(C(=O)O)oc2c1Br | -7 | 8 | 1.6 | -3 | 6 | -3.0 | 7 | 4 | -2
COc1ccc(Br)cc1CN1CCCC(C(=O)N2CCCCCC2)C1 (stereo unspecified) | -4 | -6 | 0.2 | -2 | -25 | -1.1 | 22 | 4 | 1
Cc1nc2ccc(C(=O)OCc3ccccc3Br)cc2nc1C | -7 | 4 | -2.3 | 7 | -6 | -2.8 | -19 | 13 | -1
CCCc1nnc(NC(=O)CCC(=O)NCc2ccc(OC)cc2)s1 | 0 | 2 | -2.6 | 4 | -4 | -2.4 | -4 | 8 | 2
O=C(CCc1nc2ccccc2c(=O)[nH]1)N1CCN(c2ccc(F)cc2)CC1 | -5 | 3 | 1.5 | -3 | -4 | 0.2 | 9 | 1 | 4
C/C(=N\NC(=O)CN(c1ccc(C)cc1)S(C)(=O)=O)c1cccs1 | -6 | -6 | -2.0 | 0 | -2 | -2.3 | 2 | -2 | 1
CN(C)N=Nc1ccc(-c2cn(Cc3ccccc3)cn2)cc1 | -6 | -1 | -0.1 | 0 | -23 | 1.2 | -13 | 6 | 3

No enrichment for hits. Share with any hit: about 3.2%.
